Screens from PubChem.
Hck Nef HTS – inhibitors of Nef-activated human Hck kinase, primary screen, biochemical, Z-Lyte FRET, 384-well, Hck-YEEI; Tyrosine-protein kinase HCK (Homo sapiens), P08631; Recombinant Hck-YEEI plus Nef, Z-Lyte FRET kinase assay; inhibition, % at 20 µM; 220,000 compounds, 0.68% hits; AID 463187, 2010;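 active means Hck-Nef kinase inhibition above about 50%, limit read from the data; inactive means inhibition below that limit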;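 further: 0% = DMSO with Hck plus Nef and 100% = Hck alone without Nef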
NPY Y1 blocker – NPY-Y1 receptor antagonists, primary screen, cell-based. Neuropeptide Y receptor type 1 (Homo sapiens), P25929. HEK293-CNG Y1 cells, membrane potential fluorescence; NPY at EC95, then isoproterenol. inhibition, % at 3.6 µM. 200,000 compounds, 1% hits. AID 1040, 2008;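 active means inhibition above the campaign mean inhibition of all tested compounds plus 3 SD, cut at about 20% in these data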;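 further: 0% = DMSO wells given NPY plus isoproterenol and 100% = isoproterenol alone without NPY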
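material = HEK293 cells with Y1 receptor plus CNG channel | also added = NPY 25 nM then isoproterenol 1 µM plus Ro 20-1724 25 µM | schedule = dye 3 h, compound 60 min room temperature, stimulation 45 min | measured by = membrane potential fluorescence | benchmarks = high control isoproterenol alone, low control NPY with isoproterenol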
NPY1 pot ag – NPY-Y1 receptor potentiators or agonists, primary screen, cell-based; AID 1304, 2008; activation, % at 3.6 µM; 220,000 compounds, 0.37% hits; NPY-Y1 expressing cells, potentiator/agonist activation; Neuropeptide Y receptor type 1 (Homo sapiens), P25929; in the data active means activation above about 33%, passing the limit was not always enough;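 further: cells stimulated with NPY at EC10 then isoproterenol at EC100; 0% = low agonist plus stimulus and 100% = saturating agonist plus stimulus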
Runt-SMMHC FRET – inhibitors of RUNX1 Runt–CBFb-SMMHC binding, primary screen, biochemical, FRET, Cerulean-Runt, Venus-CBFb-SMMHC, uHTS; Runt-related transcription factor 1 (Homo sapiens) + Core-binding factor subunit beta …; Cerulean-Runt/Venus-CBFb-SMMHC FRET ratio 530/480, 1 h; inhibition, % at 20 µM; 220,000 compounds, 0.74% hits;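 active means mean inhibition across duplicate retests at 20 µM reaching about 50%, limit read from the data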;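 further: 0% = DMSO wells and 100% = wells with excess untagged CBFb-SMMHC; inhibitors lower the FRET ratio by blocking Runt binding to CBFb-SMMHC; some results filed as inactive read as strong as hits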
Runt-CBFb FRET – inhibitors of RUNX1 Runt–CBFb binding, primary screen, biochemical, FRET, Cerulean-Runt, Venus-CBFb, uHTS; Runt-related transcription factor 1 (Homo sapiens) + Core-binding factor subunit beta …; Cerulean-Runt/Venus-CBFb FRET ratio 530/480, 1 h; inhibition, % at 20 µM; 220,000 compounds, 0.46% hits; AID 1496, 2009;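 active means inhibition over about 50% at 20 µM in the single-dose screen, limit read from the data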;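 further: 0% = DMSO wells and 100% = excess unlabeled CBFb competitor control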
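Measured by: fluorescence energy transfer, 422 nm excitation, 530/480 nm emission; test system: Cerulean-tagged RUNX1 Runt domain (FRET donor) fusion protein; buffer or medium: Tris pH 7.5 buffer with BSA; compound: one dose, 20 µM compound, 1% DMSO; times: two 1 h room-temperature incubations shielded from light; benchmarks: unlabeled CBFb 5 µM, positive control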
p97 ATPase inh – inhibitors of human p97 ATPase, primary screen, biochemical | Transitional endoplasmic reticulum ATPase (Homo sapiens), P55072 | recombinant p97 ATPase, Kinase-Glo ATP luminescence, 3 h | inhibition, % at 8 µM | 220,000 compounds, 0.42% hits; in the data active means inhibition above about 15%;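 further: 0% = DMSO vehicle and 100% = wells lacking enzyme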
Mdm2 ligase inh – MDM2-luciferase reporter signal enhancers, primary screen, MDM2 E3 ligase inhibitor project, cell-based, luminescence, 1536-well | E3 ubiquitin-protein ligase Mdm2 (Homo sapiens), Q00987 | cell-based MDM2 ubiquitination luciferase reporter, 2 h; 0 = plate control, 100 = twice control, blank-subtracted | signal enhancement, % at 5 µM | 210,000 compounds, 0.11% hits;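 active means signal enhancement of 30% or more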;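 further: luminescence tracks abundance of the self-degrading MDM2-luciferase fusion protein; higher signal means inhibition of MDM2 E3 ligase activity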
Target sequence (Q00987 whole entry, looked up, the tested form may be a part): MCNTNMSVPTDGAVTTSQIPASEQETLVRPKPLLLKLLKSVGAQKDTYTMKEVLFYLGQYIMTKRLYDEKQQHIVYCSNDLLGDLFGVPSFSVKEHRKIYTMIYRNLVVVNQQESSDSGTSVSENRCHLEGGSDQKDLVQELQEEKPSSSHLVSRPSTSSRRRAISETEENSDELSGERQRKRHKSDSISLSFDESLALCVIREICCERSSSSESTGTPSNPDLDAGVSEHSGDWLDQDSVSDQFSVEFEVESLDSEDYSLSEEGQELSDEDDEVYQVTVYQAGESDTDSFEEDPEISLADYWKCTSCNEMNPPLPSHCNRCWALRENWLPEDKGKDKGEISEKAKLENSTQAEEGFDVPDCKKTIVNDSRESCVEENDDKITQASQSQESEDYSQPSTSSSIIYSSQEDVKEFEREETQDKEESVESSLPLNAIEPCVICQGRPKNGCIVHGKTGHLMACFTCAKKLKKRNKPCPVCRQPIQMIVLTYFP
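test system = mammalian cells stably expressing self-ubiquitinating, self-degrading MDM2 E3–luciferase fusion | quantity = 2000 cells/well | incubation = cell settling 4 h, compound treatment 2 h, both 37 °C | signal = luminescence with SteadyLite reagent, 15 min at room temperature | evaluation = % enhancement relative to plate controls after blank subtraction | benchmarks = plate controls and plate blanks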
NPY-Y2 PAM-ag – NPY-Y2 potentiators or agonists, primary screen, cell-based | activation, % at 3.6 µM | 220,000 compounds, 0.45% hits | cells expressing NPY-Y2, potentiator/agonist read-out; in the data active means activation above about 27%;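 further: cells stimulated with NPY near EC25 plus isoproterenol at EC100; 0% = vehicle plus submaximal agonist and 100% = vehicle plus saturating agonist; some results beyond the cut were filed as inactive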
Target sequence (P49146 whole entry, looked up): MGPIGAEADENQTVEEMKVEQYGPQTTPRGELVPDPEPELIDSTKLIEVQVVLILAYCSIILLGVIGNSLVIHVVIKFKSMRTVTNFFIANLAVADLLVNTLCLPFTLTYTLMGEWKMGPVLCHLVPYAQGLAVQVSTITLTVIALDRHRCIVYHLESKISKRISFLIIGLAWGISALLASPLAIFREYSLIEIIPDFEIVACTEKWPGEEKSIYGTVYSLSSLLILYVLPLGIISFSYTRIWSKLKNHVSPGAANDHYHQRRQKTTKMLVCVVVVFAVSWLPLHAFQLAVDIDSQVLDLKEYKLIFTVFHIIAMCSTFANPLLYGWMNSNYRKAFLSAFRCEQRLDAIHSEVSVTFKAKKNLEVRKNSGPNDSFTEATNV
RBBP9 inhibitor – human RBBP9 inhibitors, primary screen, biochemical, fluorescence polarization, FP-Rh probe, HTS. Serine hydrolase RBBP9 (Homo sapiens), O75884. recombinant RBBP9. inhibition, % at 7.94 µM. 220,000 compounds, 0.2% hits;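 active means inhibition above the campaign mean of all tested compounds plus 3 SD, cut at about 14% in these data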;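 further: plate controls were DMSO wells with RBBP9 for no effect and wells lacking RBBP9 protein for full effect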
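Test system: recombinant human RBBP9. Quantity: 2.5 µM RBBP9 dispensing solution, before mixing. Detection: FP readout at 525/598 nm. Reagent: Serine-hydrolase probe FP-Rh, 375 nM pre-mixing. Measure: % inhibition. Control set: DMSO-treated enzyme wells and wells lacking RBBP9. Buffer or medium: Tris-NaCl-Pluronic buffer, pH 8.0. Times: preincubation 30 min plus labeling 45 min at 25 °C.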
* = called active by the depositor; x = not tested or not shown.

molecule	Hck Nef HTS	NPY Y1 blocker	NPY1 pot ag	Runt-SMMHC FRET	Runt-CBFb FRET	p97 ATPase inh	Mdm2 ligase inh	NPY-Y2 PAM-ag	RBBP9 inhibitor
O=C(Cn1cc2c(n1)CCCCC2)NCCN1CCOCC1	-9.7	1.9	-1.8	-4.4	1.5	-6.0	-7.8	-0.5	-4.4
O=C(CCC1CCCN(C(=O)C2CCCC2)C1)NCc1ccc(F)c(F)c1 (configuration not stated)	17.5	2.4	-15.6	0.6	3.3	-7.3	-4.0	2.3	-4.0
CCCCCCn1c(SCC(=O)Nc2cc(C)on2)nc2ccccc2c1=O	3.5	-3.7	-14.4	-0.8	-0.8	5.3	-15.9	1.6	-2.4
Clc1ccc(C2Nc3ccccc3-n3cccc32)cc1 (configuration not stated)	18.4	7.3	-10.6	-3.6	3.7	2.7	-13.5	-15.5	-5.1
CCOC(=O)N1CCC(NC(=O)Cn2cc3c(n2)CCCCC3)CC1	1.9	7.5	-8.7	-0.7	2.5	-2.4	-9.7	-2.1	-9.7
O=C1CN(C(=O)c2ccco2)c2ccccc2N1	0.0	1.1	10.3	6.0	0.5	-3.5	-31.8	8.5	-1.2
COc1ccc(S(=O)(=O)N2CCOCC2)cc1NC(=O)CN(C)Cc1c(F)cccc1Cl	15.0	1.0	13.7	-5.6	-1.0	0.8	-4.6	-20.8	-8.9
Cc1ccc(NC(=O)C2c3ccccc3Oc3ccccc32)c(C)c1	-0.7	6.7	10.6	3.3	2.4	-3.9	-8.2	-14.2	-8.6
CC(=O)N1CCc2cc(Br)cc(S(=O)(=O)NCCN3CCCCC3C)c21 (configuration not stated)	1.2	4.3	-9.3	-1.4	-0.9	-0.4	-14.9	-2.4	7.1
CS(=O)(=O)N(CC(=O)Nc1cccc([N+](=O)[O-])c1)c1cccc(F)c1	2.7	1.2	12.6	-0.9	-1.2	-1.5	x	20.0	-2.3
Cc1ccc(CNC(=O)CS(=O)Cc2nc(-c3cccs3)oc2C)cc1 (configuration not stated)	1.4	0.9	-12.9	-1.9	-0.4	0.1	-9.5	-30.0	-5.0
COc1cccc(-c2noc(-c3ccc(Br)o3)n2)c1	19.8	10.5	-2.6	1.5	1.5	-5.1	-16.2	-10.7	-13.2
COc1ccc(Cl)cc1NC(=O)CSc1nnc(CN2CCOCC2)n1-c1ccc(Cl)cc1	1.6	-2.5	13.4	-3.9	-2.2	-0.6	-1.6	11.7	1.6
C#CCOCCOCCOCCNc1nc(N2CCN(C(=O)[C@H]([C@@H](C)CC)n3cc([C@@H](N)CO)nn3)CC2)nc(N2CCN(C(=O)[C@H]([C@@H](C)CC)n3cc([C@@H](N)CO)nn3)CC2)n1	7.9	x	x	-3.9	2.1	x	-1.6	x	x
COc1ccc(Cc2c(C)nc(N)nc2Cl)cc1	3.1	2.4	5.2	-2.1	1.2	0.7	-5.5	-4.2	2.6
CCCCNC(=O)CCn1nc(-c2ccccc2)ccc1=O	0.3	-0.3	7.4	4.3	0.1	0.1	-11.0	5.5	-7.2
COC(=O)CSc1ccc(S(=O)(=O)N2CCC(C)CC2)cc1[N+](=O)[O-]	0.0	-5.3	7.3	-0.6	-4.5	6.7	-0.1	20.4	-5.9
CCCCn1c(SCC(=O)Nc2nnc(C)s2)nnc1-c1ccoc1C	-0.2	2.1	-5.2	4.7	-0.2	3.2	-11.3	10.7	4.7
COc1ccc(-c2nnc(NC(=O)c3ccc(F)cc3)o2)cc1	0.1	0.6	-7.8	0.5	1.9	-3.3	-11.1	10.6	-5.5
Cc1ccc(C(=O)Nc2onc(C)c2C#N)cc1	1.6	-1.7	10.7	-3.2	2.1	3.4	-2.1	2.9	-4.2
CCC(SC1=NCCS1)C(=O)Nc1nnc(-c2ccccc2OC)s1 (configuration not stated)	3.0	5.7	4.8	0.8	1.2	10.7	-12.6	-6.7	-11.1
Cc1ccc(C(NC(=O)N2CCCC2)C(Cl)Cl)cc1F (configuration not stated)	2.3	5.0	-0.5	-4.5	-0.4	4.2	-9.8	3.9	2.1
COc1ccc(NC(=O)CC(C)c2ccccc2)c([N+](=O)[O-])c1 (configuration not stated)	3.3	3.8	-27.7	0.6	-3.3	1.5	-5.9	2.9	-4.9
COc1ccc(Oc2c(Cl)cnn(-c3ccc(F)cc3)c2=O)cc1	0.3	-6.9	32.3	0.2	1.6	9.4	-1.6	2.2	5.7
Cc1nc2ncnn2c(C)c1CCC(=O)O	8.0	9.5	-13.3	-1.1	-0.5	-1.0	5.4	-10.0	1.5
COc1cc(C)nc(NS(=O)(=O)c2ccc(C)cc2)n1	-1.5	-1.9	-4.7	-1.9	0.9	6.3	-4.2	10.6	-5.1
COc1cc(C)c(NC(=O)C(=S)N2CCCC2)cc1C	13.0	3.0	0.8	1.1	1.0	3.8	-17.5	-3.9	-4.0
O=C(O)CN1C(=O)CNC1=O	1.5	-1.5	-3.8	4.4	1.0	3.6	-13.7	2.4	-10.2
Cc1onc(-c2ccccc2Cl)c1C(=O)Nc1ccccc1	3.5	0.8	6.6	-0.2	-1.7	-5.4	-1.9	-1.8	-10.4
Cc1nc2cc(O)ccc2n1C	0.7	-3.2	0.3	-2.6	1.8	4.6	-18.5	7.1	-4.2
Cc1nn(C)cc1CNC(=O)Nc1ccc(Br)cc1Cl	-0.5	-0.9	5.1	3.4	3.0	9.7	0.3	13.2	1.9
COC(=O)C1CSC(C(=O)OC)N1C(=O)CN1CC(C)OC(C)C1 (configuration not stated)	-0.6	3.0	-8.6	0.6	0.5	1.3	-25.7	-2.4	2.8
Cn1c(=O)c2cc3ccc(Cl)cc3nc2n(C)c1=O	10.6	x	-0.7	-1.5	-1.9	3.2	-16.1	4.0	-1.0
CCO[C@@H]1OC(C(N)=O)=C[C@H](c2ccc(C(F)(F)F)cc2)[C@H]1CCCO	-10.0	-5.8	-4.0	1.4	-1.6	-0.1	x	1.8	1.7
Cc1ccc(NC(=O)CN2C(=O)S/C(=C\c3ccccn3)C2=O)cc1	-1.6	-0.8	16.1	1.0	2.0	1.7	3.3	8.7	-2.8
Cn1c(=O)[nH]c(=O)c2c1nc(N1CCOCC1)n2CCCSc1ncccn1	0.5	-3.1	-19.3	-6.3	-0.3	3.8	-11.8	-22.0	-5.8
O=Cc1c(N2CCSCC2)nc2ccccn2c1=O	19.6	x	8.6	-0.5	3.2	1.7	-9.8	0.9	-8.2
COc1ccc(-c2csc3nc(C)nc(N4CCC(C)CC4)c23)cc1OC	2.8	20.9*	-28.9	3.6	-1.7	-3.0	-5.5	-18.9	-1.9
CC(C)(C)NC(=O)NC(=O)COC(=O)c1cc(=O)[nH]c2ccccc12	0.1	1.3	-4.2	0.1	0.8	-1.6	-10.7	-5.7	-3.3
C=CCc1ccc2oc(C(=O)OCC)cc(=O)c2c1O	30.3	x	-4.7	-3.2	-1.5	-1.4	-2.9	-19.3	-1.9
CCN(CC)CCN1C(=O)c2oc3ccc(F)cc3c(=O)c2C1c1ccncc1 (configuration not stated)	25.7	x	x	-20.8	-0.2	x	-9.8	x	x
O=C(Nc1ccc(Cc2ccncc2)cc1)c1cccc([N+](=O)[O-])c1	-0.9	-0.1	-17.9	1.4	0.7	-5.0	-3.1	5.0	-12.4
COc1cccc(C2CC(=O)Nc3cc(OC)c(OC)c(OC)c32)c1OC (configuration not stated)	-21.5	3.2	-6.0	0.2	-0.5	2.2	-12.1	-9.5	-6.3
Cc1cc(/C=C(\C#N)C(=O)NCc2cccs2)c(C)n1-c1ccccc1F	-1.4	9.0	-15.9	0.3	1.8	-1.3	-18.0	-42.9	-3.4
Cc1ccc(NC(=O)Cc2noc3ccccc23)nc1	-1.0	3.8	-2.6	2.1	-0.4	-4.3	2.9	8.8	-6.8
